# Assay outcomes deposited in PubChem BioAssay by several laboratories.
# BCLXL inh: Bcl-xL (human) inhibition; 320,000 compounds, 0.7% hits; inhibition, % at 10.9 µM; GST-Bcl-xL / FITC-Bim BH3 peptide fluorescence polarization; AID 2129;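 active = inhibition above the mean of all tested compounds plus 3 SD, cutoff set per campaign, cut at about 30% in these data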;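 note: 0% = DMSO wells and 100% = unlabeled Bim-BH3 peptide competitor; inhibitors lower millipolarization by displacing the labeled peptide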
# MEX-5 binding: C. elegans MEX-5 TCR-2 RNA binding activity; Q9XUB2; MEX-5/FITC-TCR2 RNA binding, fluorescence polarization; active compounds read low; activity score (negative = inhibition of binding), % at 10 µM; 300,000 compounds, 0.38% hits; AID 1832;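 active = inhibition past about -25% in most replicates, and total fluorescence under double the plate's negative control median, limit read from the data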;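 note: 0% = DMSO and -100% = 5 µM competing unlabeled TCR2 RNA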
# Target sequence (Q9XUB2 whole entry, looked up): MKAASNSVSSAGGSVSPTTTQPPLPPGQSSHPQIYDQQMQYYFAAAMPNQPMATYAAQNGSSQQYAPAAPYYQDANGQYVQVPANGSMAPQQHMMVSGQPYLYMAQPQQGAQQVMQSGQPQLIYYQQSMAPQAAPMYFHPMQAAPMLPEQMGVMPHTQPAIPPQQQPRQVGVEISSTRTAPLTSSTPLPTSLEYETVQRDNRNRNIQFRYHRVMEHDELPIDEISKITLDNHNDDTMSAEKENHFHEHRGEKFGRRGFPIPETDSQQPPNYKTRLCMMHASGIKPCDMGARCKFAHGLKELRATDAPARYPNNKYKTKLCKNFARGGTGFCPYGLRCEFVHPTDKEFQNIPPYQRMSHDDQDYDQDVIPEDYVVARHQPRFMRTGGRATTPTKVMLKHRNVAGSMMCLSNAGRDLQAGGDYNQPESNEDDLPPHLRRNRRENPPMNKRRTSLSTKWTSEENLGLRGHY
# MCL1-BIM inh: inhibitors of human MCL1 binding to BIM-BH3 peptide | inhibition, % at 10.9 µM | AID 2057 | 320,000 compounds, 0.68% hits | GST-MCL1 / FITC-Bim-BH3 fluorescence polarization;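 active = inhibition above the mean inhibition of all tested compounds plus 3 SD, set per campaign, cut at about 40% in these data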;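 note: 0% = DMSO wells and 100% = unlabeled Bim-BH3 peptide control; higher means more loss of mP so more displacement of Bim peptide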
# Target sequence (Q07820 whole entry, looked up): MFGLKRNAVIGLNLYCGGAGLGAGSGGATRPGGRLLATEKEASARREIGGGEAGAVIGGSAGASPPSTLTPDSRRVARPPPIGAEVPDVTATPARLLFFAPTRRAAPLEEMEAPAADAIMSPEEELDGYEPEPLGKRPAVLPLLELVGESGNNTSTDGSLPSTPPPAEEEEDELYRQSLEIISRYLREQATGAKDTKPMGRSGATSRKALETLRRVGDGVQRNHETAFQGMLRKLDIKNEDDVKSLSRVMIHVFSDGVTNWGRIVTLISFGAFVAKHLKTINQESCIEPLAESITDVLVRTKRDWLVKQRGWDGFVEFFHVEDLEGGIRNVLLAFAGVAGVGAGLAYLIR
# Fam108B counter: blocks mouse Fam108B hydrolase in RBBP9 counter-screen | 300,000 compounds, 0.33% hits | recombinant Fam108B, FP-Rh probe fluorescence polarization | inhibition, % at 9.51 µM | AID 1947;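 active = inhibition above the screen mean inhibition plus 3 SD, computed separately per campaign, cut at about 18% in these data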;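 note: inhibitors lower polarization as less probe binds the enzyme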
# pPAFAH FP inh: pPAFAH (human) enzyme inhibition | recombinant pPAFAH, FP-rhodamine probe fluorescence polarization | inhibition, % at 3.39 µM | 330,000 compounds, 1.5% hits;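 active = inhibition above the mean inhibition across the screen plus 3 SD, cut at about 25% in these data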;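 note: inhibitors block binding of the rhodamine activity-based probe so polarization drops; 0% = enzyme with DMSO and 100% = wells lacking pPAFAH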
# PAFAH1B2 inh: inhibitors of human PAFAH1B2 | recombinant PAFAH1B2, FP-rhodamine activity probe, fluorescence polarization | inhibition, % at 3.39 µM | 340,000 compounds, 1.2% hits | AID 492953;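 active = inhibition above the mean of all tested compounds plus 3 SD, cut at about 24% in these data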;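 note: 0% = enzyme with DMSO and 100% = wells lacking PAFAH1B2; many of its hits are not listed in these tables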
# Target sequence (P68402 whole entry, looked up): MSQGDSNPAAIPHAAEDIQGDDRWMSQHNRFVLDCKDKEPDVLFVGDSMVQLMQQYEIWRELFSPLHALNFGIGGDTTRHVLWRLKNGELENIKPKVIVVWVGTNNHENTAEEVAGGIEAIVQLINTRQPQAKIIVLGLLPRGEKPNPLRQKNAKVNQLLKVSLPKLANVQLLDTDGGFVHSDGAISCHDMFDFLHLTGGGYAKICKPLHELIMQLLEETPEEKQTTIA
# PME-1 inh: PME-1 (human) inhibition. recombinant PME-1, FP-Rh probe fluorescence polarization. inhibition, % at 5.9 µM. 320,000 compounds, 0.53% hits. Q9Y570;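 active = inhibition above the campaign mean of all compounds plus 3 SD, cut at about 26% in these data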;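 note: competitive labeling of PME-1 active site by serine hydrolase directed probe; 0% = PME-1 with DMSO and 100% = wells lacking PME-1 enzyme; inhibitors block probe labeling so polarization falls and inhibition rises; many of its hits are not listed in these tables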
# GLD-1 RNA inh: GLD-1-TGE RNA interaction inhibition (C. elegans); 320,000 compounds, 0.44% hits; AID 2280; inhibition, % at 5.96 µM; Q17339; purified GLD-1 + fluorescein TGE RNA, fluorescence polarization;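 active = percent inhibition above a per-plate cutoff, the plate mean of test compounds plus 3 SD, cut at about 30% in these data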;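 note: 0% = DMSO wells with GLD-1 and probe and 100% = wells lacking GLD-1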
# AHR activator: human AHR activation | P35869 | AHR-responsive luciferase reporter cells, luminescence | activation, % at 5 µM | 320,000 compounds, 2.5% hits; in the data active = activation above about 47%;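 note: 0% = vehicle wells and 100% = reference agonist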
# * hit, by the source's call; · = not tested or not shown. A portion of the library. The share of hits here may be higher or lower than overall.
SMILES,BCLXL inh,MEX-5 binding,MCL1-BIM inh,Fam108B counter,pPAFAH FP inh,PAFAH1B2 inh,PME-1 inh,GLD-1 RNA inh,AHR activator
O=[N+]([O-])c1ccc(C2=Nn3c(Cn4nnc5ccccc54)nnc3SC2)cc1,0,-3.9,-7,2,6,4,6,5,0
CCn1ccnc1CNCc1cn(-c2cc(C)ccc2C)nc1-c1ccccc1,5,1.3,4,1,5,0,2,3,7
CCC1Sc2ccccc2N(CC(=O)NC2CCCCC2)C1=O (configuration not stated),3,2.6,5,1,0,-1,-8,-2,7
CCCCOc1ccc(-c2ncc(C(=O)O)c(C)n2)cc1,16,0.4,8,-5,-1,0,-3,10,32
CC(C)(C)NC(=O)Cn1c(=O)oc2ccc(Cl)cc21,1,2.8,5,0,-10,9,1,-1,0
Cc1ccc(NC(=O)C2CCCN(C(=O)Nc3ccc(F)cc3)C2)cc1 (configuration not stated),4,-0.6,-2,0,-3,1,-7,-5,0
CCOc1cccc2cc(C(=O)NCc3cccnc3)c(=O)oc12,2,·,1,-5,1,7,-2,7,4
Cc1ccc(C2CC(c3ccc(Cl)cc3)n3nc(N)nc3N2)cc1 (configuration not stated),24,1.4,5,-5,-5,9,-6,-11,-2
CC1CN(c2ccc(Oc3ccccc3)cc2)c2nc3c(c(=O)n(CC(N)=O)c(=O)n3C)n2C1 (configuration not stated),6,1.2,10,9,16,-1,2,10,-2
COc1ccc(Cl)cc1NC(=O)CSC1=NN2CCCC(=O)N=C2S1,0,2.9,-1,-2,2,0,1,1,2
Cc1cc2ccccn2c1C(=O)c1cccc(S(=O)(=O)N2CCOCC2)c1,2,0.7,0,-2,5,0,0,1,0
Cc1ccc(N(Cc2cc3ccc(C)cc3[nH]c2=O)S(=O)(=O)c2ccccc2)c(C)c1,1,-0.8,4,-3,1,5,-1,0,-1
COc1ccc(C2Nc3ccccc3C(=O)N2NS(C)(=O)=O)cc1OC (configuration not stated),7,0.7,5,1,2,2,1,-1,8
O=C(COC(=O)Cc1ccccc1F)Nc1ccc(Cl)cn1,-1,1.2,-8,-7,14,5,2,-13,2
CCN(CC)C(=S)Nc1cc(C(=O)OC)ccc1C(=O)OC,3,·,6,1,1,4,-4,3,0
Cn1ccnc1C(OC(=O)c1ccc(Cl)cc1)C(F)(F)F (configuration not stated),0,-3.1,-3,-3,4,6,-4,-1,-1
CCOc1ccccc1NC(=O)COC(=O)C1CCC1,-1,1.0,5,0,-3,-1,-4,3,8
CC(C)(C)N(Cc1ccccc1)C(=O)COC(=O)CCc1c[nH]c2ccccc12,-4,0.9,-8,1,4,8,1,1,1
CCOC(=O)C1=C(C(F)(F)F)Nc2ncnn2C1c1ccc(OC)cc1OC (configuration not stated),5,2.1,9,7,5,8,1,9,1
CC(N)C(=O)NC(C(=O)N1CCCC1C(=O)NC(c1ccccc1)c1ccccc1)C(C)C (configuration not stated),-4,·,-6,·,1,5,-4,9,1
COc1ccc(NC(=S)N(Cc2ccc(C)cc2)Cc2ccccn2)cc1,3,-0.6,-1,-2,2,0,0,1,2
O=C(Nc1ncccc1O)c1ccc2c(c1)OCCO2,3,-1.3,4,0,3,6,1,-5,-1
O=C(NC(=S)NCCCN1CCOCC1)c1ccco1,8,1.5,0,-3,2,-1,-2,3,2
O=C(Nc1nc(-c2ccccc2)cs1)c1ccccc1F,0,-3.8,-9,3,4,2,-9,6,-3
CCOC(=O)C(O)(CCC(O)(C(=O)OCC)C(=O)OCC)C(=O)OCC,5,1.9,3,0,3,2,-2,5,0
c1ccc(OCCn2c(-c3ccco3)nc3ccccc32)cc1,-1,2.7,-9,-4,11,5,-5,-5,8
COc1ccc(/C=C(\C#N)C(=O)NCc2ccccc2)cc1,6,-0.3,14,3,-1,0,-4,2,4
Cn1c(SCC(=O)OCC(=O)c2ccccc2)nnc1-c1cccs1,0,1.9,-2,4,5,5,-2,1,0
CCOc1ccc(N2C(=O)c3ccccc3C2=O)cc1,4,-0.4,4,-3,3,3,4,7,-9
O=C(CCN1C(=O)CSc2ccccc21)Nc1ccc(C(F)(F)F)cc1,-18,·,-12,·,-9,5,-2,-2,-4
Cc1ccc(NC(=O)COc2ccc(Br)cn2)cc1,-1,-0.1,-16,1,0,1,7,1,3
COc1ccccc1NC(=O)CCN1CCN(Cc2ccccc2)CC1,7,1.9,6,0,7,-5,0,5,2
CCc1ncc(CN2CCC(C(=O)Nc3cccc(-c4cscn4)c3)CC2)cn1,-1,1.2,5,-1,-2,-5,-1,-5,13
Cc1ccn2cc(CCNS(=O)(=O)c3ccc(F)c(C(F)(F)F)c3)nc2c1,1,1.6,-4,-2,3,14,-1,4,2
CC(=O)c1sc(NS(=O)(=O)c2ccc(C)cc2)nc1C,-2,-0.1,5,-2,-6,-5,-1,4,1
COc1ccc(S(=O)(=O)N(CC(=O)N2CCCCCC2)c2ccccc2OC)cc1,2,-0.3,6,0,-2,4,-1,4,3
COc1ccc(N(C(=O)c2cccnc2)S(=O)(=O)c2ccc(F)cc2)cc1,2,1.8,0,3,15,4,-7,-1,20
O=C1N=C(N2CCCCC2)S/C1=C\c1cn[nH]c1-c1ccccc1,-2,3.4,-12,-1,-9,0,2,5,5
CCCN1C(=O)/C(=C/c2ccccc2OCc2ccc(C(=O)O)cc2)NC1=S,-3,-1.9,-5,-4,-1,4,-6,-5,4
O=C(Nc1ccsc1C(=O)NC1CCCCC1)c1ccccc1,3,-2.1,7,-2,-6,3,-9,4,2
CCN1CCN(c2ncnc3c2cnn3-c2ccc(Cl)cc2)CC1,2,1.3,-4,-2,6,-7,-5,3,0
C/C(=N\Nc1cc(Cl)nc(C)n1)c1ccc(C)cc1,-7,·,-7,-6,-1,6,-13,-1,20
COc1cc(CC(=O)OCC(=O)Nc2ccc(Cl)c(S(=O)(=O)N(C)C)c2)cc(OC)c1OC,4,-3.0,-3,-1,1,5,2,4,0
Cc1ccc(C(=O)CC(=O)COc2ccc(Cl)cc2)cc1,0,-1.1,5,-1,5,3,-4,2,-1
COc1ccc(-n2c(=O)c(CCC(=O)N(C)Cc3cccs3)nc3ccccc32)cc1,6,-4.7,7,2,3,-5,-1,4,0
COCC(C)n1c(SCC(=O)N2CCOCC2)nc2ccccc2c1=O (configuration not stated),·,·,·,·,-5,2,·,6,0
O=[N+]([O-])c1ccc(N=Cc2sc3ccccc3c2O)cc1,-79,-1.1,-166,-1,-3,-1,-4,-46,28
O=C(COC(=O)CNC(=O)C1CCCCC1)Nc1cccc(F)c1,4,·,2,·,2,-4,-2,5,2
COc1ccc(C=Nc2cccnc2N)cc1,46*,0.6,45*,-4,27*,-2,-3,64*,17
COC(=O)c1c(NC(=O)C(=O)N2CCCC2)sc2c1CC(C)(C)OC2,3,1.7,-4,-1,2,2,-4,3,5

# 3 structures from above, arranged by heavy-atom count, ascending.
SMILES,BCLXL inh,MEX-5 binding,MCL1-BIM inh,Fam108B counter,pPAFAH FP inh,PAFAH1B2 inh,PME-1 inh,GLD-1 RNA inh,AHR activator
O=[N+]([O-])c1ccc(N=Cc2sc3ccccc3c2O)cc1,-79,-1.1,-166,-1,-3,-1,-4,-46,28
CCN1CCN(c2ncnc3c2cnn3-c2ccc(Cl)cc2)CC1,2,1.3,-4,-2,6,-7,-5,3,0
COC(=O)c1c(NC(=O)C(=O)N2CCCC2)sc2c1CC(C)(C)OC2,3,1.7,-4,-1,2,2,-4,3,5

# Later entries
SMILES,BCLXL inh,MEX-5 binding,MCL1-BIM inh,Fam108B counter,pPAFAH FP inh,PAFAH1B2 inh,PME-1 inh,GLD-1 RNA inh,AHR activator
O=c1sc2ccccc2c(N2CCCCC2)c1[N+](=O)[O-],6,1.5,5,-6,3,3,3,-3,-1
O=[N+]([O-])c1ccc(-c2cn(-c3ccc(Cl)cc3)c(=S)[nH]2)cc1,3,2.1,-3,13,8,1,2,-1,0
CN(C)S(=O)(=O)c1cccc(COC(=O)Cc2c(F)cccc2Cl)c1,-2,2.8,-5,-2,0,5,2,-3,2
Cn1c(=O)c2c(ncn2CC(=O)OCCCC(=O)c2ccc(Br)cc2)n(C)c1=O,·,·,·,·,5,3,·,4,-4
N#Cc1nc(-c2cccc3ccccc23)oc1N1CCCCC1,-2,0.5,-10,4,2,-3,-5,-4,6
COc1ccc(CNC(=O)COc2ccc(S(=O)(=O)N3CCOCC3)cc2)cc1,-6,1.1,1,-1,7,3,-6,5,0
N#Cc1ccsc1NC(=O)c1ccccn1,0,-3.3,5,-6,-3,3,1,-5,-8
O=C1C2C3c4ccccc4C(c4ccccc43)[C@@H]2C(=O)N1c1cccnc1 (some centres not stated),6,0.4,-3,2,3,3,1,0,1
O=C(c1ccccc1)N1CCN2C(=O)c3ccccc3C12c1ccc(Cl)cc1 (configuration not stated),3,0.9,-3,3,5,10,-3,-3,7
CSc1nc2c(cnn2-c2ccccc2)c(=O)n1N,-6,0.9,-5,0,5,-3,-8,4,-6
Cc1ccc(NC(=O)CSc2nnc(Cn3c(=O)sc4ccccc43)n2C)cc1Cl,0,2.9,-1,-4,-4,5,-2,5,12
CCN(CC)S(=O)(=O)c1ccc(NS(=O)(=O)c2cccs2)cc1,2,3.4,4,-1,8,6,-4,-1,-1
Cc1cc(C)nc(Sc2nc(Nc3ccccc3)nc(Sc3nc(C)cc(C)n3)n2)n1,3,·,1,-3,0,0,-1,-1,9
COc1ccc(COC(=O)C2CCN(S(=O)(=O)c3ccc(C)cc3)CC2)cc1,5,-3.0,5,1,0,4,13,1,1
COc1ccc2c(c1)C(C)=CC(C)(C)N2C(=O)CSc1nnc(-c2ccc(C)cc2)o1,4,1.6,5,-1,2,-5,4,2,0
Cc1cc(C)nc(NC(=NCCc2c[nH]c3ccccc23)NC(=O)c2ccco2)n1,-9,0.7,-16,4,2,1,-10,-2,20
CCN(CC)C(=O)CSc1nc2sc3c(c2c(=O)n1-c1ccc(C)cc1)CC(C)(C)SC3,-1,-1.8,-2,-4,-5,0,-10,-4,9
Fc1ccc2nc3c(nc2c1)CCCC3,4,-0.7,5,-1,3,2,3,-6,8
N#Cc1ccc(CSc2nnc(-c3cccnc3)n2-c2ccccc2)cc1,6,-0.8,-4,1,3,7,3,0,-5
NS(=O)(=O)c1ccc(CCNS(=O)(=O)c2cccc3nsnc23)cc1,2,-2.4,2,-3,-1,1,-3,-1,1
CCCCc1cc(=O)oc2cc(OC(C)C(=O)NCCN3CCOCC3)c(Cl)cc12 (configuration not stated),2,-4.7,-3,-2,0,-4,-6,-7,2
COc1ccc(CCN(C)C(=O)CNC(=O)c2ccccc2F)cc1OC,-1,-0.9,1,7,0,1,7,8,2
COc1ccc(OCC#CCn2ccnc2)cc1,8,-3.6,5,-1,4,0,2,-7,26
C=CCN1C(=O)/C(=C/c2cccs2)S/C1=N\S(=O)(=O)c1ccc(F)cc1,-1,-7.7,-10,4,-2,5,-3,-7,2
O=C(O)c1cccc(NC(=O)c2cc(-c3cccc(Cl)c3)nc3ccccc23)c1,7,-1.7,7,-10,-4,-1,-9,-4,6
Cc1ccc(-n2nnnc2CNC(=O)c2ccc([N+](=O)[O-])o2)cc1C,4,-0.2,6,3,4,6,2,1,-2
CCOC(=O)CSC1=Nc2ccccc2C2=NC(CC(=O)NCc3cccs3)C(=O)N12 (configuration not stated),2,1.3,8,-5,-1,-1,-6,-2,11
COc1ccc(CCNC(=O)c2ccc([N+](=O)[O-])cc2)cc1,0,0.1,2,5,-4,5,-4,-3,0
O=C1OC(Nc2nccs2)c2ccccc21 (configuration not stated),2,0.4,3,-7,-7,2,-9,6,5
